Source: PubChem
NLRP3 yeast inh: NALP3 inhibition in yeast. 330,000 compounds, 0.39% hits. AID 2825. Yeast reconstituted NLRP3/ASC/caspase-1, beta-gal luminescence, 24 h. inhibition, % at 10 µM;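 active = inhibition of 50% or more; inactive = inhibition below 50%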;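 also: plate controls were induced DMSO wells for no effect and uninduced yeast grown without galactose for full effect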
Mdm2-MdmX inh: inhibitors of human Mdm2/MdmX interaction; O15151+Q00987; SaOS-2 split-luciferase Mdm2/MdmX complementation, luminescence; inhibition, % at 8 µM; 330,000 compounds, 3% hits; AID 485346;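 active = inhibition of at least 50% at 8 µM in the primary screen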
Target sequence (O15151 whole entry, looked up): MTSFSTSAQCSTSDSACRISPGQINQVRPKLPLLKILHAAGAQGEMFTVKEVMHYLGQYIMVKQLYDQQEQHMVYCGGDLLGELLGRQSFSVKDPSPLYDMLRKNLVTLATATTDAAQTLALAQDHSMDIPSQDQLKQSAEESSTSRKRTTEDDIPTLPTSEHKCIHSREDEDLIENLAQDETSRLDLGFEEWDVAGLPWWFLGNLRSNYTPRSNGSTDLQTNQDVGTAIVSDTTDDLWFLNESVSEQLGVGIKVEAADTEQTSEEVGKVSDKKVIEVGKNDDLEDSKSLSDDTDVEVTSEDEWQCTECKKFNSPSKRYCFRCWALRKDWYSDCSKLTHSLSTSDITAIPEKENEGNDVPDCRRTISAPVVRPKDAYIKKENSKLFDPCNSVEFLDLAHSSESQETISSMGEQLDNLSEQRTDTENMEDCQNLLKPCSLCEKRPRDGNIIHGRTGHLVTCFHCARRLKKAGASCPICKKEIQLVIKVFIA
Target sequence (Q00987 whole entry, looked up): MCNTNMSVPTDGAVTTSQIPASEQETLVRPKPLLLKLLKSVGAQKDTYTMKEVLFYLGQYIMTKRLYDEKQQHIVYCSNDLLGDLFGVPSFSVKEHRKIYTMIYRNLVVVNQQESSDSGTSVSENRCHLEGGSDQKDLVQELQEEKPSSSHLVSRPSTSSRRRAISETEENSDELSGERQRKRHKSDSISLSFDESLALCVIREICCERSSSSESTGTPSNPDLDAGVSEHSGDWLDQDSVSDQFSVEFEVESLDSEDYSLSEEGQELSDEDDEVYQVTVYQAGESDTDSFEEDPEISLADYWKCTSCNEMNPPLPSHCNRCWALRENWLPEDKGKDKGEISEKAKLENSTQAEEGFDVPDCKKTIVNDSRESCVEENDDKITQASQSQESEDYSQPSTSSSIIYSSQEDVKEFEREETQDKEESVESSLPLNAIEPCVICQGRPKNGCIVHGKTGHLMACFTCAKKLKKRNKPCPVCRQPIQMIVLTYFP
NR3A LBD binder: modulates the human NR3A ligand-binding domain. NR3A LBD differential scanning fluorimetry, Tm shift; 0% = protein alone, 100% = glycine-bound protein. Tm shift relative to glycine control, % at 25 µM. 340,000 compounds, 2.5% hits;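 active = melting temperature shift of at least 10% of the positive control shift, at one fixed dose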
APJ agonist: activates the human apelin receptor APJ. P35414. CHO-K1 APJ PathHunter beta-arrestin, luminescence; 0% DMSO wells, 100% apelin. activation, % at 20 µM. 330,000 compounds, 0.11% hits. AID 2520;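 active = activation more than six SD over the plate average, tested at 20 µM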;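 also: 0% = DMSO alone and 100% = apelin-13 at 10 nM; some results filed as inactive read as strong as hits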
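assay system = CHO-K1 APJ beta-arrestin complementation cell line | input = cell density 1000 per well | dosing = compound 20 µM once, DMSO 1% | timing = compound 90 min 25 °C, reagent 1 h | measured by = luminescence from split beta-galactosidase complementation, Galacton Star/Emerald II substrate | read-out basis = APJ agonist activity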
tim23-1 inh: inhibits growth of tim23-1 mutant yeast; S. cerevisiae tim23-1 growth, BacTiter-Glo luminescence, 24 h; inhibition, % at 20 µM; 330,000 compounds, 1.3% hits;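 active = growth inhibition of the mutant yeast at or above 50%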;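 also: temperature-sensitive mutant grown at 25 °C; plate controls were DMSO-treated mutant yeast for no effect and medium wells lacking yeast for full effect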
tim10-1 inh: growth inhibitors of tim10-1 mutant yeast. 330,000 compounds, 2.2% hits. inhibition, % at 20 µM. AID 463190. S. cerevisiae tim10-1 ts strain growth, BacTiter-Glo, 24 h;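 active = inhibition of at least 40%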;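 also: mutant grown at 25 °C; 0% = DMSO wells with yeast and 100% = wells holding no yeast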
UPR CHOP act: apoptotic UPR (CHOP) activation; 330,000 compounds, 0.34% hits; AID 449763; CHO-CHOP luciferase reporter, luminescence; percent of tunicamycin response over DMSO baseline; activation, % at 10 µM;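 active = at 10 µM dose, activation of 40% or more, normalized to positive control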;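 also: 100% = tunicamycin at 10 µg/mL and 0% = DMSO alone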
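measured by = luciferase luminescence | assay system = CHO-CHOP cells, stable luciferase reporter of PERK-eIF2a-CHOP signalling | amount = 500 reporter cells seeded per well | timing = 6 h compound exposure at 37 °C after overnight seeding | controls = positive tunicamycin 10 µg/mL, negative DMSO alone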
TIM10 inh: growth inhibitors of TIM10 yeast strain | 330,000 compounds, 1.4% hits | S. cerevisiae TIM10 strain growth, BacTiter-Glo luminescence, 24 h | inhibition, % at 10 µM | AID 463195;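 active = inhibition of 40% or more at the single tested concentration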;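 also: wild-type TIM10 isogenic control strain grown at permissive 25 °C; 0% = DMSO yeast wells and 100% = minimal medium wells without yeast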
UPR XBP1 act: adaptive UPR (XBP1) activation; activation, % at 20 µM; CHO-XBP1 luciferase reporter, IRE1-XBP1 UPR activation, luminescence; percent of tunicamycin response, DMSO as zero; 330,000 compounds, 0.33% hits;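 active = versus positive control, 20 µM dose yields 30% or more activation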;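 also: 100% = tunicamycin at 10 µg/mL and 0% = DMSO only wells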
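Material: CHO cell line with stable XBP1 luciferase reporter; buffer or medium: F12 medium containing 10% fetal bovine serum; compound: single point, 20 µM final compound, 1% DMSO; incubation: 6 h treatment, 37 °C; measured by: glow luminescence from Steady-Glo reagent; evaluation: activation, % of tunicamycin; control set: tunicamycin high, DMSO low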
Starred values were filed as active, the others as inactive; x = no result given. Random draw from the library. About 8.2% of those tested had a hit in this group.

SMILES | NLRP3 yeast inh | Mdm2-MdmX inh | NR3A LBD binder | APJ agonist | tim23-1 inh | tim10-1 inh | UPR CHOP act | TIM10 inh | UPR XBP1 act
COc1ccc2[nH]c(=O)c(CN(C)C(=O)C3CCCCC3)cc2c1 | 9 | 7 | -1 | -3 | 13 | 18 | 1.9 | 8 | 4
CC(C(=O)N1c2ccccc2CC1C)N1CCN(S(=O)(=O)c2ccccc2F)CC1 (stereo unspecified) | 9 | 0 | 2 | -2 | 18 | 9 | -1.1 | 0 | 0
Cn1c(=O)c2c(ncn2CC(=O)N2CCCc3ccccc32)n(C)c1=O | 3 | 7 | -1 | -4 | -2 | -23 | -0.9 | 6 | -1
CCC(CC)C(=O)c1c[nH]c(C(=O)N2CCN(c3ccccc3)CC2)c1 | 6 | 18 | -2 | -4 | 0 | 0 | 1.4 | -2 | -1
CCCCNC(=O)N1CCN(Cc2ccc(F)cc2)CC1 | 12 | 15 | -4 | -3 | 8 | 14 | 1.0 | 5 | 1
Cc1cc(C(=O)N(C)CC2CCCN(CCc3ccc(F)cc3)C2)c(C)o1 (stereo unspecified) | 9 | 9 | -5 | -6 | -12 | -11 | -0.9 | -4 | -4
CC1(C)O[C@H]2OC([C@H](O)CON3C(=O)c4ccccc4C3=O)[C@H](O)[C@H]2O1 (stereo partly specified) | 11 | 14 | 0 | -4 | -7 | 1 | 0.8 | -1 | -3
O=C(Nc1ccccc1N1CCOCC1)c1cccc(S(=O)(=O)Nc2ccccc2F)c1 | -10 | 17 | -5 | 0 | 23 | 20 | -2.0 | 3 | -3
COc1ccc(CNc2nc3c(c(=O)[nH]c(=O)n3C)n2Cc2ccccc2)cc1 | 5 | 36 | 0 | -3 | 5 | -13 | -0.8 | 3 | -1
CCn1c(SCC(=O)N/N=C/c2cccs2)nc2ccccc21 | -1 | -19 | 6 | -3 | 30 | 25 | -0.7 | 11 | 2
N#CCSc1nc(N)c(C#N)c(C2CCCCC2)c1C#N | 7 | 38 | -4 | 5 | 25 | 3 | 0.8 | -51 | -2
O=C(O)c1ccccc1-c1ccccc1C(=O)Nc1nc2ccccc2s1 | -7 | -8 | -3 | -4 | 13 | 5 | 0.5 | -3 | 0
O=C(CN(C(=O)CCC(=O)Nc1ccccn1)c1ccc2c(c1)OCO2)NCc1ccc(F)cc1 | 12 | 23 | -2 | 1 | -10 | -11 | 3.5 | -1 | -1
COc1ccc(C(C(=O)NC2CCCCC2)N(Cc2cccs2)C(=O)Cc2c[nH]c3ccccc23)cc1OC (stereo unspecified) | -20 | 13 | -7 | 0 | 11 | 6 | 0.9 | 0 | 6
Cc1ccc(N2C(=O)N(CC(=O)NC(N)=O)C(=O)C2C)cc1 (stereo unspecified) | 25 | 16 | -1 | -4 | 0 | -6 | -3.0 | -16 | -6
Cc1ccc(/C=N/NC(=O)CSc2nc3nc(C)cc(C)n3n2)cc1 | 0 | 7 | -1 | -5 | 1 | -4 | -1.7 | 11 | -2
COc1ccc(S(=O)(=O)N2CCCCC2)cc1NC(=O)Cn1c(=O)cnc2ccccc21 | 11 | 11 | 12* | 2 | -8 | -12 | 1.8 | 1 | -3
COC(=O)c1sc(NC(=S)NC(=O)c2cc(OC)c(OC)c(OC)c2)nc1C | 15 | 21 | 4 | -5 | -6 | -1 | -0.6 | 1 | 0
CCOc1ccc(N2C(=O)CC(N3CCN(C(=O)CN4CCCC4)CC3)C2=O)cc1 (stereo unspecified) | 9 | -9 | 0 | 1 | 9 | 20 | 0.9 | 15 | -1
CN(C)CCCNC(=O)C[C@H]1C[C@H](C(=O)N2CCCCC2)[C@@]2(CCc3ccccc3)c3[nH]c4cc(-c5ccco5)ccc4c3CCN2C1=O | x | 59* | 0 | x | 44 | 22 | 2.8 | 4 | 13
Cc1oc(-c2ccccc2Cl)nc1CN(Cc1ccccn1)C[C@@H]1CCC(=O)N1 | -13 | 31 | -2 | -1 | 14 | 20 | 1.2 | 7 | -1
Cn1cccc1C1C(C#N)=C(N)OC2=C1C(=O)CC(C)(C)C2 (stereo unspecified) | -2 | 16 | 0 | -2 | 20 | 18 | 0.7 | 23 | -3
CCC(CO)Oc1cc(NC(=O)c2cccc3ccccc23)c2ncn(C(C)C)c2c1 (stereo unspecified) | -5 | 16 | -3 | 4 | 7 | 15 | -0.7 | 0 | -2
CCC(C)c1ccc(NC(=O)c2cccnc2)cc1 (stereo unspecified) | 15 | -138 | 1 | -5 | 35 | 34 | 4.4 | 28 | 3
CCN(CC(=O)Nc1ccc2c(c1)OCCO2)CC(=O)Nc1ccc(C)c(S(=O)(=O)N(C)C)c1 | -7 | 18 | -1 | -4 | 9 | 6 | 0.2 | 5 | -2
CC(NC(=O)NNC(N)=S)(C(F)(F)F)C(F)(F)F | 14 | 10 | -1 | -4 | 1 | 2 | 1.5 | -4 | -2
COc1ccc(C(C)=O)cc1CSc1ccc(S(=O)(=O)N2CCCCC2)cn1 | 31 | 10 | 1 | -3 | 20 | 20 | -0.3 | 4 | -3
CC(=O)Cn1c(CN2CC(C)CC(C)C2)nc2c1c(=O)n(C)c(=O)n2C (stereo unspecified) | 4 | 8 | 0 | -1 | 4 | 12 | -1.4 | -3 | 0
COC(=O)CC1c2cc(OC)c(OC)cc2CC(=O)c2cc(OC)c(OC)cc21 (stereo unspecified) | 11 | 3 | -1 | -2 | 4 | 7 | 0.9 | 6 | -2
Cc1ccccc1OCCCCn1cnc2ccccc21 | 32 | 12 | 3 | -1 | 19 | 32 | 6.4 | 27 | 10
Cc1cc(C)nc(SC2CC(=O)N(c3ccc(Br)cc3)C2=O)n1 (stereo unspecified) | 17 | 11 | -1 | 1 | 19 | 23 | 0.8 | 6 | 0
CCCn1c(SCC(=O)NCCc2ccc(Cl)cc2Cl)n[nH]c1=O | 1 | -8 | 1 | 2 | -2 | -14 | -2.0 | -2 | -2
CCOc1ccc(OCC)c(S(=O)(=O)N2CCOCC2)c1 | 11 | -12 | -1 | -1 | -2 | 1 | 0.7 | 7 | -2
C/C(=N\N=c1/sc2ccccc2n1C)c1ccccn1 | 12 | -77 | 1 | -6 | 37 | 43* | 2.1 | 43* | 7
CCC(C(=O)NCCc1ccc(S(N)(=O)=O)cc1)c1ccccc1 (stereo unspecified) | 16 | -4 | 3 | 1 | 24 | 10 | -0.3 | 7 | 1
Cc1oc(-c2cccc(C(F)(F)F)c2)nc1CN1CCC[C@H]1CO | -2 | 3 | -1 | -3 | 6 | -11 | -1.5 | 6 | 1
CCCc1nn(CCc2ccccn2)c(N)c1CC | 13 | -9 | 2 | -2 | 8 | 4 | 0.2 | 1 | 2
Cn1cc(C=O)c(-c2ccc3c(c2)OCCCO3)n1 | 15 | -13 | 0 | -3 | 25 | 23 | 2.2 | -4 | 4
CCOc1ccc(-c2nnn(CCC#N)n2)cc1OC | 13 | 11 | 0 | -3 | -6 | 8 | 0.4 | 10 | 0
CCc1noc(C)c1C(=O)Nc1ccc(Cl)c(S(=O)(=O)N2CCCCC2)c1 | 24 | -1 | 2 | 1 | 22 | 15 | -2.1 | 16 | -4
CCOC(=O)N1CCN(S(=O)(=O)c2ccc(OCC(=O)OC)cc2)CC1 | -4 | 22 | -2 | -3 | 18 | 13 | -0.9 | 11 | -3
Cc1ccc2c(C)c(C(=O)NCCc3ccco3)oc2c1C | 21 | 26 | 3 | 4 | 24 | 17 | 0.1 | 97* | -3
O=C(COc1ncnc2ccccc12)N1CCN(C(=O)c2ccco2)CC1 | -7 | 29 | -4 | -3 | 14 | 5 | -3.0 | 2 | -1
O=C(Nc1ccc(Nc2ccccc2)cc1)c1ccc(Br)cc1 | -2 | 15 | 36* | -1 | -1 | -19 | 2.7 | -18 | 1
O=C(c1ccc(S(=O)(=O)c2ccccc2)cc1)N1CCc2ccccc2C1 | 7 | 22 | -8 | 0 | 13 | 20 | 0.2 | 2 | -2
CCOCCn1ccc2c(OCC(=O)NCCc3ccc(OC)c(OC)c3)cccc2c1=O | 11 | 33 | 2 | -3 | 16 | 17 | 2.0 | 9 | -2
COC(=O)[C@]1(C)CCC[C@@]2(C)C3CC[C@@]4(C)C[C@]3(CC[C@H]12)C[C@H]4O (stereo partly specified) | 41 | 9 | 1 | 2 | 38 | 33 | -2.2 | 19 | 3
CCc1ccc(S(=O)(=O)c2n[nH]n3c2nc(=O)c2ccccc23)cc1 | 29 | -4 | -11 | 3 | 38 | 11 | 1.6 | 13 | -3
CN(CC(=O)O)c1ccc(C(F)(F)F)cc1[N+](=O)[O-] | 17 | -27 | 0 | -5 | 3 | 14 | -0.5 | 5 | -4
CCOc1cc(C(=O)Nc2ccc(C(=O)NCCN(CC)CC)cc2)ccc1OCC(=O)N1CCOCC1 | 6 | 1 | 0 | -5 | 13 | 16 | 0.0 | 8 | -3

4 of the entries above in order of the Mdm2-MdmX inh value, highest first:
SMILES | Mdm2-MdmX inh
CN(C)CCCNC(=O)C[C@H]1C[C@H](C(=O)N2CCCCC2)[C@@]2(CCc3ccccc3)c3[nH]c4cc(-c5ccco5)ccc4c3CCN2C1=O | 59*
CCOCCn1ccc2c(OCC(=O)NCCc3ccc(OC)c(OC)c3)cccc2c1=O | 33
Cc1cc(C(=O)N(C)CC2CCCN(CCc3ccc(F)cc3)C2)c(C)o1 (stereo unspecified) | 9
CCc1noc(C)c1C(=O)Nc1ccc(Cl)c(S(=O)(=O)N2CCCCC2)c1 | -1

A portion taken from the entries so far, for reference:
SMILES | NLRP3 yeast inh | Mdm2-MdmX inh | NR3A LBD binder | APJ agonist | tim23-1 inh | tim10-1 inh | UPR CHOP act | TIM10 inh | UPR XBP1 act
CN(CC(=O)O)c1ccc(C(F)(F)F)cc1[N+](=O)[O-] | 17 | -27 | 0 | -5 | 3 | 14 | -0.5 | 5 | -4
CCOc1cc(C(=O)Nc2ccc(C(=O)NCCN(CC)CC)cc2)ccc1OCC(=O)N1CCOCC1 | 6 | 1 | 0 | -5 | 13 | 16 | 0.0 | 8 | -3

Next part:
SMILES | NLRP3 yeast inh | Mdm2-MdmX inh | NR3A LBD binder | APJ agonist | tim23-1 inh | tim10-1 inh | UPR CHOP act | TIM10 inh | UPR XBP1 act
Cc1ccc(NC(=O)c2sc(N)nc2-c2ccccc2)cc1C | 5 | -4 | 1 | -1 | 41 | 49* | -1.0 | 15 | -4
O=C(NCCCCNC(=O)c1cccnc1)c1cccnc1 | -13 | 16 | 0 | -2 | -5 | 12 | -1.6 | -21 | 1
CN(CC(=O)Nc1ccc(Cl)c(C(F)(F)F)c1)C(=O)COC(=O)C1CC2CCCC(C1)C2=O (stereo unspecified) | 13 | 21 | 2 | 2 | -1 | 13 | 0.8 | 9 | -5
CC(C)CCNC(=S)Nc1ccc(Br)cc1 | 38 | -64 | 1 | 2 | 48 | 39 | 4.4 | 28 | 2
COc1ccc(C(=O)NC(C)C2CC3CCC2C3)c(OC)c1 (stereo unspecified) | 26 | -4 | -3 | -3 | 30 | -47 | 1.2 | 10 | 4
CCNC(=O)NC(=O)C(C)OC(=O)C1CCN(S(=O)(=O)c2ccc(C)c(C)c2)CC1 (stereo unspecified) | 8 | -20 | -2 | -10 | 6 | 0 | -2.1 | 4 | 1
CCCCN(C)C(=O)C1CCN(CCCc2ccccc2)CC1 | 19 | 33 | 1 | -4 | -5 | 14 | -1.4 | 3 | -3
